Screens (PubChem)
MBD2 inh: inhibitors of MBD2 binding to methylated DNA, primary screen, biochemical, TR-FRET, DNA-binding domain, human | inhibition, % at 4.4 µM | MBD2 binding to methylated oligonucleotide | actives 0.31% (n = 370,000) | AID 686964, 2013; in the data active = inhibition above about 13%
Target sequence (Q9UBB5 whole entry, looked up, the tested form may be a part): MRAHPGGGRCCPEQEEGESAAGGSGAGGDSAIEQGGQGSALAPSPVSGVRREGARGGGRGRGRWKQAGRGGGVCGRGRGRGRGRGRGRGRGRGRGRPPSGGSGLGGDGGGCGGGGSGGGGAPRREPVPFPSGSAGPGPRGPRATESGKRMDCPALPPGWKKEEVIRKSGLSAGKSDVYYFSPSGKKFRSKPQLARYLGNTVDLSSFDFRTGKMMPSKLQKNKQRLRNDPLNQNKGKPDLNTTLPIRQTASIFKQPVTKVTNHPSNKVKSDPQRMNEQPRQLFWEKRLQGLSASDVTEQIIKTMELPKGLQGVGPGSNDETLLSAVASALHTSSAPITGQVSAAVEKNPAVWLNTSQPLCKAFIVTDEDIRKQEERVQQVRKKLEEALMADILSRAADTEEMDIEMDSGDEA
TCR-CD3 inh: inhibitors of human TCR-CD3 interaction, primary screen, biochemical, fluorescence, TAMRA-labeled TCR probe | actives 0.37% (n = 360,000) | inhibition, % at 9.4 µM | T-cell receptor (TCR); in the data active = inhibition above about 19%;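 note: recombinant mutant TCR 2C K166C tagged with TAMRA read by polarization; 0% = receptor in buffer alone and 100% = receptor with positive control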
HTRA1 inh: HTRA1 serine protease inhibitors, primary screen, biochemical, fluorescence polarization, HTS | recombinant HTRA1, FP-rhodamine activity-based probe | inhibition, % at 5.96 µM | AID 504803, 2011 | actives 0.5% (n = 340,000); in the data active = inhibition above about 36%;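 note: 0% = enzyme with DMSO and 100% = wells lacking enzyme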
PRMT1 inh: PRMT1 methyltransferase inhibitors, primary screen, biochemical, fluorescence polarization | Protein arginine N-methyltransferase 1 (Homo sapiens), Q99873 | recombinant PRMT1, activity-based probe fluorescence polarization | inhibition, % at 2.79 µM | AID 652257, 2013 | actives 1.3% (n = 370,000);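 active = inhibition above about 21% made by adding two undisclosed values, limit read from the data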
rCAG binder: binders of r(CAG) RNA repeats, primary screen, biochemical, fluorescence | r(CAG) RNA repeat, TO-PRO-1 dye displacement fluorescence | inhibition, % at 3 µM | actives 1.3% (n = 370,000);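 active = inhibition above the plate cutoff, the mean of all test compounds on that plate plus 3 SD, cut at about 35% in these data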;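 note: 0% = DMSO alone and 100% = 100 µM mitoxantrone as full dye displacement; higher means more dye released from RNA so lower well fluorescence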
LEDGF integ inh: blockers of LEDGF/p75-dependent integrase strand transfer – biochemical, TR-FRET, high throughput, primary screen | actives 0.64% (n = 370,000) | inhibition, % at 3.7 µM | TR-FRET IN-LEDGF/p75 DNA integration, Eu/Cy5;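 active = inhibition above the screen-wide mean plus 3 SD, cut at about 13% in these data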;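 note: signal is the Cy5 over europium emission ratio at 671 and 618 nm; 0% = plate median of compound wells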
UHRF1 binding: UHRF1 methylated DNA binding inhibitors, primary screen, counter-screen for MBD2 inhibitor project, biochemical, TR-FRET, human UHRF1, single concentration. E3 ubiquitin-protein ligase UHRF1 (Homo sapiens), Q96T88. UHRF1 binding to methylated oligo. inhibition, % at 4.4 µM. actives 0.75% (n = 370,000). AID 687016, 2013; in the data active = inhibition above about 21%;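 note: UHRF1 SRA domain binding a hemimethylated CpG hairpin DNA probe; 0% = median of test compound wells and 100% = reference inhibitor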
ABHD4 inh: ABHD4 inhibitors, primary screen, biochemical, fluorescence polarization, mouse; (Lyso)-N-acylphosphatidylethanolamine lipase (Mus musculus), Q8VD66; AID 720543, 2013; purified mABHD4, FP-Rh probe fluorescence polarization; actives 0.54% (n = 370,000); inhibition, % at 8.92 µM;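 active = inhibition exceeding the mean over every tested compound plus 3 SD, cut at about 30% in these data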;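 note: 0% = plate median of compound wells and 100% = S159A mutant with DMSO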
Target sequence (Q8VD66 whole entry, looked up): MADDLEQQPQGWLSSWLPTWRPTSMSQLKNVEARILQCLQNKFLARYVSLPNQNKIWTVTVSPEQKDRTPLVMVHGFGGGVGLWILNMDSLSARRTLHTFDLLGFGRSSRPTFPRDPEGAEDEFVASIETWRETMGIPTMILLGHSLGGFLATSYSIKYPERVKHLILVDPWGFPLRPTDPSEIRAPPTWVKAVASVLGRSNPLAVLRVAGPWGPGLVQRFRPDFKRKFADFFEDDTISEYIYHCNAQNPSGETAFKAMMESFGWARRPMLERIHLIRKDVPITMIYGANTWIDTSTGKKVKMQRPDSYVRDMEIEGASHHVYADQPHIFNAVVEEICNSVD
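assay system = mABHD4 protein | compound dosing = single nominal dose of 8.92 µM, 0.89% DMSO final | read-out basis = percent inhibition of probe binding, normalized to plate controls | schedule = Enzyme–compound pre-incubation 45 min, then probe 60 min, both 25 °C | detection = fluorescence polarization, excitation 525 nm, emission 598 nm, BODIPY TMR filters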
PG9 binder: binders of HIV-1 gp120 antibody PG9, primary screen, biochemical, TR-FRET | HIV-1 gp120 / PG9 antibody interaction | TR-FRET gp120-PG9 antibody binding | inhibition, % at 6.7 µM | actives 0.43% (n = 360,000); in the data active = inhibition above about 8.5%
Rev-erbA mod: modulators of Rev-erb alpha DNA binding, primary screen, biochemical, FITC-DNA, fluorescence polarization, uHTS; Nuclear receptor subfamily 1 group D member 1 (Homo sapiens), P20393; Rev-erbα–FITC-DNA binding, 90 min; activity, % at 10 µM; actives 0.79% (n = 370,000); AID 1259318, 2017;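 active = activity above about 14%, limit read from the data; passing the limit was not always enough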;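 note: 0% = DMSO wells with 35 nM protein and 100% = DMSO wells with 750 nM protein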
Active calls of the source: *; · = not tested or not shown. These rows are one share of the data, so the mix of outcomes need not match the whole.

SMILES	MBD2 inh	TCR-CD3 inh	HTRA1 inh	PRMT1 inh	rCAG binder	LEDGF integ inh	UHRF1 binding	ABHD4 inh	PG9 binder	Rev-erbA mod
CCN(CC)C(=S)Nc1c(C)n(C)n(-c2ccccc2)c1=O	-3	-2	-8	-4	-1	2	-3	3	-2.1	2
CC(=O)Nc1ccc(C(=O)OCC(=O)c2cccc([N+](=O)[O-])c2)cc1	5	2	-5	-3	6	-1	3	0	-0.4	2
COc1ccc2c(COC(=O)[C@@H]3CCCN3S(=O)(=O)c3ccc(Cl)cc3)cc(=O)oc2c1	-7	-2	-20	-5	9	8	-3	5	-3.5	7
CCOC(=O)c1c(NC(=O)C2CC2)sc2c1CC(C)(C)OC2	1	-6	7	0	-3	1	0	14	-0.1	4
CC(C)CC(Nc1ncnc2scc(-c3ccccc3)c12)C(=O)O (stereo unspecified)	-1	-7	2	1	10	-1	-1	4	-1.7	4
COc1ccccc1C(=O)COC(=O)/C(=C/c1ccccc1)NC(C)=O	1	4	-3	-3	-2	2	-1	0	0.6	5
O=C(CN=C1NS(=O)(=O)c2ccccc21)OCC(=O)c1cc(F)ccc1F	7	5	2	-5	-2	1	-2	2	-2.4	-2
CC(C)(C)C1CCC(=NNC(=O)c2ccccc2-n2cccc2)CC1 (stereo unspecified)	0	5	7	0	0	-2	3	6	-3.6	-6
COc1cccc(CC(NC(C)=O)C(=O)NC2CCN(c3c(Cc4ccccc4)c(C)nc4ncnn34)CC2)c1 (stereo unspecified)	7	-6	11	-3	-6	0	26*	-4	-3.1	0
CCn1c(COc2ccccc2C)nnc1SCC(=O)Nc1ccc2c(c1)OCCO2	-4	-2	-3	0	-3	-1	0	-1	2.1	1
Clc1ccc(-c2ccccc2)cn1	-3	0	-1	0	1	-1	0	3	-0.4	-5
COc1ccc(C)cc1NC(=O)CCCN1C(=O)C(c2ccccc2)Oc2cccnc21 (stereo unspecified)	1	6	-13	-1	-3	-1	-4	-7	-0.7	5
CC(C)C(=O)Nc1cccc(-c2cnc3ccccc3n2)c1	-4	-2	-2	-1	6	0	-1	-8	-2.3	0
CCn1nc(C)cc1C(=O)N(C)C1CCCN(Cc2ccccc2F)C1 (stereo unspecified)	-4	4	1	3	-7	-3	0	6	3.5	-3
NS(=O)(=O)c1cc(C(=O)Nc2ccc3c(c2)OCCCO3)ccc1Cl	-1	0	-1	-2	5	1	0	-6	-1.1	7
COC(=O)c1ccc(CN(c2ccc(C)cc2)S(=O)(=O)c2ccc3c(c2)OCCO3)o1	-3	0	-28	-2	-5	2	-3	-9	-0.7	2
Cc1nn(CCN)c(C)c1Cl	5	-5	0	4	1	-2	5	-14	1.1	-6
O=C(c1ccc(C#CC2(O)CCCCC2)cc1)N1CCOCC1	-3	2	2	-2	-5	0	0	0	-3.0	6
CCc1nc(SCC(=O)Nc2ccc(F)cc2)c2c(=O)n(C)c(=O)n(C)c2n1	-3	-3	3	-4	1	2	5	-9	-3.4	1
S=c1sscc1-c1ccccc1	-4	-5	24	10	3	-1	1	0	-1.6	-2
Cc1cc(NC(=O)c2cc(-c3cccs3)on2)nn1Cc1ccc(Cl)cc1	-2	7	-7	-2	2	1	0	-6	0.3	4
CCc1ccc(Nc2nnc(SC3CCOC3=O)s2)cc1 (stereo unspecified)	-2	4	-3	2	1	-2	-2	3	-3.7	-1
COC(=O)c1cc(S(=O)(=O)N(C)C2CCCCC2)cn1C	-5	0	-5	0	1	-1	3	3	0.2	3
CCC(C)NC(=O)CNC(=S)N(Cc1ccccc1)Cc1cccnc1 (stereo unspecified)	-1	-1	0	-2	-3	2	3	-1	-2.3	-2
Cc1ccc(N/C(N)=N/c2nc(C)cc(C)n2)cc1	-1	3	3	1	15	-4	6	8	-0.1	-2

The listing continues.
SMILES	MBD2 inh	TCR-CD3 inh	HTRA1 inh	PRMT1 inh	rCAG binder	LEDGF integ inh	UHRF1 binding	ABHD4 inh	PG9 binder	Rev-erbA mod
N/C(=N\OS(=O)(=O)c1ccc(Br)cc1)c1ccncc1	2	5	-2	-1	0	-1	2	2	-0.9	3
CC(=O)NCCC(=O)Nc1cc(S(=O)(=O)Nc2ccc(Cl)cc2)ccc1N1CCCC1	1	7	-3	3	5	-1	1	4	-1.1	0
CCC(C)(C#CCN1CCCCC1)OCCC#N (stereo unspecified)	0	14	2	-3	2	-6	3	0	0.1	0
CCN(CC)S(=O)(=O)c1c(Br)cc(C)cc1Br	-3	4	-8	-3	-5	1	-1	1	1.4	-2
CCCCN1C(=O)C(=O)N(CC(=O)c2ccc[nH]2)C1=O	-5	2	-5	0	5	4	-5	2	-0.3	-1
C=CCN1C(=O)[C@@H](CC(=O)N2CCCCC2)[C@]2(C(=O)OCC)CCCCC/C=C/12	-2	·	·	-2	0	5	0	4	·	1
COc1ccc(-c2cnc3c(c2)C(=O)N([C@H](C)CO)C[C@@H](C)[C@H](CN(C)Cc2ccccc2)O3)cc1	3	7	-5	-1	4	0	-1	-7	0.2	9
Cc1cc(C)c([N+](=O)[O-])cc1NC(=O)CCSc1ccccc1Cl	-1	4	-10	0	-1	0	2	-1	0.2	-2
Cc1ccc2nc(-c3cccnc3SCC(=O)N3c4ccccc4CC3C)[nH]c2c1 (stereo unspecified)	1	5	-65	-3	2	2	0	-10	-0.5	33*
COc1ccc(N(CC(=O)N/N=C/c2cccs2)S(=O)(=O)c2ccccc2)cc1	6	-3	-10	3	6	-1	-1	-4	-2.0	-7
COc1ccc(/C(C)=N\NC(=O)c2ccco2)cc1	0	·	·	3	0	0	0	3	·	-4
COc1ccc2[nH]c(=O)c(CN(C(=O)c3ccccn3)C3CCCCC3)cc2c1	1	4	7	3	-7	-3	0	3	-1.1	2
CN(C(=S)NC(=O)c1ccc(Br)o1)c1ccccc1	-1	2	-2	-2	0	1	1	6	1.6	5
CC(=O)CC[C@H]1CC[C@]2(CCCN(C(=O)c3ccno3)C2)O1	-1	·	·	1	1	2	2	0	·	2
CC(C)CNC(=O)c1cccc(NC(=O)c2ccc(NC(=O)c3ccco3)cc2)c1	-2	3	-17	0	-2	-3	-2	-24	4.1	4
COc1ccc(S(=O)(=O)Nc2ccc3c(c2)OCO3)cc1OC	-4	1	10	4	1	0	-4	4	-0.6	3
COCCCNS(=O)(=O)c1ccc(C)cc1	1	-2	2	2	-4	-4	3	1	-0.8	-3
COc1cccc(C(=O)NCCS(=O)(=O)NCC2CCCO2)c1 (stereo unspecified)	0	4	-9	4	2	-3	1	3	0.0	3
CC(C)(C)c1nnc(NC(=O)CCS(=O)(=O)Cc2ccccc2)s1	1	10	2	-2	-3	0	-1	8	-0.5	2
Cc1ccc(N(C)S(=O)(=O)c2cccc(C(=O)NCC(c3cccs3)N3CCOCC3)c2)cc1 (stereo unspecified)	-4	7	-8	-3	-6	1	0	-1	0.5	3
CCn1c(-c2ccccc2)ccc(C#N)c1=O	-1	7	-3	-1	-1	3	-1	-5	-0.1	6
CC(C)c1ccc(S(=O)(=O)N2CCC(C(=O)N3CCC3)CC2)cc1	1	-7	2	2	-6	-6	-3	5	1.5	-5
Cn1c(=O)c2[nH]c(-c3cccnc3)nc2n(C)c1=O	2	-5	1	5	3	-1	0	-1	0.2	-3
CN=c1scc(C)n1/N=C/c1ccc2c(c1)OCO2	-7	3	2	0	7	-3	-3	4	-7.1	4
CN(C)S(=O)(=O)c1ccc(Nc2ccc(-c3ccc4c(c3)OCCO4)nn2)cc1	2	-6	-31	4	5	-2	1	-5	0.3	-1

6 entries from above, with two lines to a compound:
Each structure is followed by: MBD2 inh | TCR-CD3 inh | HTRA1 inh | PRMT1 inh | rCAG binder | LEDGF integ inh | UHRF1 binding | ABHD4 inh | PG9 binder | Rev-erbA mod
Cc1ccc2nc(-c3cccnc3SCC(=O)N3c4ccccc4CC3C)[nH]c2c1 (stereo unspecified)
  1 | 5 | -65 | -3 | 2 | 2 | 0 | -10 | -0.5 | 33*
COc1ccc(N(CC(=O)N/N=C/c2cccs2)S(=O)(=O)c2ccccc2)cc1
  6 | -3 | -10 | 3 | 6 | -1 | -1 | -4 | -2.0 | -7
COc1ccc(/C(C)=N\NC(=O)c2ccco2)cc1
  0 | · | · | 3 | 0 | 0 | 0 | 3 | · | -4
COc1ccc2[nH]c(=O)c(CN(C(=O)c3ccccn3)C3CCCCC3)cc2c1
  1 | 4 | 7 | 3 | -7 | -3 | 0 | 3 | -1.1 | 2
CN(C(=S)NC(=O)c1ccc(Br)o1)c1ccccc1
  -1 | 2 | -2 | -2 | 0 | 1 | 1 | 6 | 1.6 | 5
CC(=O)CC[C@H]1CC[C@]2(CCCN(C(=O)c3ccno3)C2)O1
  -1 | · | · | 1 | 1 | 2 | 2 | 0 | · | 2

(listing goes on)
SMILES	MBD2 inh	TCR-CD3 inh	HTRA1 inh	PRMT1 inh	rCAG binder	LEDGF integ inh	UHRF1 binding	ABHD4 inh	PG9 binder	Rev-erbA mod
CCOc1ccc(OCc2ccc(C(=O)Nc3cccnc3)o2)cc1	1	5	-3	-2	-3	-3	-2	1	-1.9	-1
O=C(O)Cc1c[nH]c2ccccc12	3	1	3	-3	-1	1	-1	1	-0.4	-5
Cc1c(C(=O)N2CCCCC2)c(S(=O)(=O)N2c3ccccc3CC2C)c(C)n1C (stereo unspecified)	2	1	12	1	-5	3	23*	-1	-3.2	-1
CCOC(=O)C1=CCN(S(=O)(=O)c2ccc(C)cc2)C1c1ccc(CC)cc1 (stereo unspecified)	-3	-2	·	6	3	3	5	-8	-1.2	-6
COc1ccc(NC(=O)C2CC3CCC2C3)c(OC)c1 (stereo unspecified)	5	-5	·	6	-4	-3	11	4	0.6	10
CC(=O)Nc1ccc(-c2ccnc3c2CC(C(=O)Nc2cccc(Oc4ccccc4)c2)O3)cc1 (stereo unspecified)	1	-5	·	2	14	-3	2	-69	1.3	-2
O=C(N/N=C/c1ccccn1)c1cccs1	1	-5	7	3	-2	-5	0	1	-2.9	-2
COCc1cccc(-c2csc(C(NC(C)=O)c3cccc(F)c3)n2)c1 (stereo unspecified)	7	-2	·	7	-1	-4	5	-11	1.4	7
COc1ccc(S(=O)(=O)N2CCOCC2)cc1NC(=O)Cc1sc(C)nc1-c1ccc(F)cc1	-3	2	-2	-2	5	6	-2	5	0.9	-3
CC(C)(C)C(=O)CSc1nc2c(c(-c3cccs3)c1C#N)CCC2	-2	6	-29	3	3	0	-3	1	3.5	8
COc1ccc(/C=[N+](\[O-])C2N(c3ccccc3)C(=S)SC2(C)C)cc1OC (stereo unspecified)	7	-7	-3	8	-2	4	2	-16	-2.3	1
Nc1nnc(-c2ccc(Cl)cc2)o1	-3	-5	3	-3	0	0	-2	-1	0.8	0
O=C(Cc1ccc(F)cc1)N(c1ccccc1)C1C=CS(=O)(=O)C1 (stereo unspecified)	-3	-3	-5	0	0	2	3	-3	0.9	1
O=C1C2C3CCC(C3)C2C(=O)N1c1ccc(OS(=O)(=O)c2ccccc2)cc1 (stereo unspecified)	-6	0	-5	-2	-6	8	-5	3	0.9	2
